From PubChem BioAssay
PG9 Ab binder = small molecules binding HIV-1 gp120 antibody PG9; TR-FRET gp120-PG9 antibody binding; inhibition, % at 6.7 µM; 0.43% of 360,000 active; AID 624416; in the data active means inhibition above about 8.5%
SMARCA2 activ = activators of SMARCA2 function; 1% of 370,000 active; MG213 cells, MMTV-luciferase reporter, dexamethasone, overnight; activation, % at 9.1 µM; in the data active means activation above about 7.8%;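 further: 0% = vehicle wells and 100% = reference activator wells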
ABHD4 inh = inhibitors of mouse ABHD4; Q8VD66; purified mABHD4, FP-Rh probe fluorescence polarization; inhibition, % at 8.92 µM; 0.54% of 370,000 active;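 active means inhibition exceeding the mean over every tested compound plus 3 SD, cut at about 30% in these data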;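 further: 0% = plate median of compound wells and 100% = S159A mutant with DMSO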
Target sequence (Q8VD66 whole entry, looked up): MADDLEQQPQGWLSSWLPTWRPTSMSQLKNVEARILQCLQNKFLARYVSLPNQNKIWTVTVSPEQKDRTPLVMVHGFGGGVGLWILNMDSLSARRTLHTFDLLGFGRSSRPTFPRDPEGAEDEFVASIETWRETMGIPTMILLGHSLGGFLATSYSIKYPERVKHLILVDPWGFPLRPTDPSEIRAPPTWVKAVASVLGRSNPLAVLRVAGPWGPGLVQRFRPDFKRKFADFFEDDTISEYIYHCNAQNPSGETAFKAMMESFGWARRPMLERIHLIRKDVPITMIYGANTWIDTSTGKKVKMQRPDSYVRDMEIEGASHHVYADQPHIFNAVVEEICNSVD
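Assay system: mABHD4 protein; medium: HEPES pH 7.0, NaCl, Pluronic buffer; dosing: 8.92 µM, single dose; schedule: 45 min + 60 min at 25 °C; signal: FP readout, ex 525 nm / em 598 nm; read-out: normalized percent inhibition of probe labeling; repeats: single replicate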
HTRA1 inh = inhibitors of human serine peptidase HTRA1; Q92743; recombinant HTRA1, FP-rhodamine activity-based probe, fluorescence polarization; inhibition, % at 5.96 µM; 0.5% of 340,000 active; AID 504803; in the data active means inhibition above about 36%;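 further: 0% = enzyme with DMSO and 100% = wells lacking enzyme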
Rev-erbA mod = modulators of human Rev-erb alpha DNA binding; P20393; Rev-erbα–FITC-DNA binding, fluorescence polarization, 90 min; activity, % at 10 µM; 0.79% of 370,000 active; AID 1259318;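 active means activity above about 14%, limit read from the data; passing the limit was not always enough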;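 further: 0% = DMSO wells with 35 nM protein and 100% = DMSO wells with 750 nM protein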
ARFGAP1 inh = inhibitors of rat ARFGAP1. Q62848. Arfgap1-stimulated ARF1 GTP hydrolysis, GDP FP detection. inhibition, % at 16.5 µM. 0.26% of 360,000 active;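 active means inhibition above a per-plate limit, mean inhibition of low control wells plus 3 SD, cut at about 25% in these data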;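 further: 0% = DMSO wells with enzyme and 100% = wells lacking Arfgap1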
Target sequence (Q62848 1-136 limits assumed): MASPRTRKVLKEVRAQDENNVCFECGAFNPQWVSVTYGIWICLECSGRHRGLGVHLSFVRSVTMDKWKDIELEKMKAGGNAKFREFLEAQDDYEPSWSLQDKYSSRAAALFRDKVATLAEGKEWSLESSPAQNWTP
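system = rat Arfgap1 catalytic domain, aa 1-136 | technique = FP, GDP Alexa 633 tracer displaced from anti-GDP antibody, 620/688 nm | compound = one concentration, 16.5 µM, DMSO 1.26% | medium = HEPES-based buffer, pH 7.5 | timing = compound-enzyme preincubation 20 min, reaction 120 min, detection 60 min, 25 °C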
rCAG RNA binder = binds r(CAG) RNA repeats; r(CAG) RNA repeat, TO-PRO-1 dye displacement fluorescence; inhibition, % at 3 µM; 1.3% of 370,000 active; AID 651821;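 active means inhibition above the plate cutoff, the mean of all test compounds on that plate plus 3 SD, cut at about 35% in these data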;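 further: 0% = DMSO alone and 100% = 100 µM mitoxantrone as full dye displacement; higher means more dye released from RNA so lower well fluorescence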
NPR1 activator = GC-A (human) enzyme activation. P16066. HEK293 GC-A cells, cGMP TR-FRET, EC30 ANP; 0% at EC30 ANP, 100% saturating ANP. activation, % at 10 µM. 0.14% of 370,000 active; in the data active means activation above about 40%
ASAP1 GAP inh = ASAP1 ArfGAP inhibition | Q9ULH1 | ASAP1-stimulated ARF1 GTP hydrolysis, GDP FP detection | inhibition, % at 16.5 µM | 0.19% of 360,000 active | AID 624377; in the data active means inhibition above about 25%;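 further: 0% = vehicle with enzyme and substrate and 100% = no enzyme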
Target sequence (Q9ULH1 325-724 limits assumed): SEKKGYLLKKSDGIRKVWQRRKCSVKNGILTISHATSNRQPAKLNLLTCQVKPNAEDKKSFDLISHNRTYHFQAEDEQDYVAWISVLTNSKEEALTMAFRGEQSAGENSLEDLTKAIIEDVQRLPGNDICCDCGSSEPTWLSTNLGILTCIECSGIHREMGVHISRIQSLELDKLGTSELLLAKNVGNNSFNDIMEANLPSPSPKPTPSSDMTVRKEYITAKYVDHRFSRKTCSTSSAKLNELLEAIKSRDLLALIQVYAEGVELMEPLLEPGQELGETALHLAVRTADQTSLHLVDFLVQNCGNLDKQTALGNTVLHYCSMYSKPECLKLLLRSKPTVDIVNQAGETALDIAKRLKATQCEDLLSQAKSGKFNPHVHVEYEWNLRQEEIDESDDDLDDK
NPR2 activator = GC-B (human) receptor activation. P20594. HEK293-GC-B cells, CNP EC30, cGMP TR-FRET; 0% at EC30 CNP, 100% saturating CNP. activation, % at 10 µM. 0.11% of 370,000 active;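 active means activation at 10 µM reaching about 35% in either raw or pattern-adjusted values, limit read from the data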
Active calls of the source: *; . = not tested or not shown.

Short forms: A = PG9 Ab binder; B = SMARCA2 activ; C = ABHD4 inh; D = HTRA1 inh; E = Rev-erbA mod; F = ARFGAP1 inh; G = rCAG RNA binder; H = NPR1 activator; I = ASAP1 GAP inh; J = NPR2 activator
> N#Cc1ccc(CSc2nc3sc4c(c3c(=O)n2-c2ccc(Br)cc2)CCCC4)cc1
  A = .; B = -5; C = -3; D = .; E = 23*; F = .; G = 6; H = 2; I = .; J = 7
> Cc1ccc(C2C(C(=O)O)c3ccccc3C(=O)N2C)o1 (stereo unspecified)
  A = -1.3; B = 3; C = 7; D = 3; E = 2; F = 3; G = 1; H = 2; I = 4; J = 4
> CCC(C)NS(=O)(=O)c1ccc(NS(C)(=O)=O)cc1 (stereo unspecified)
  A = 0.9; B = -1; C = -2; D = -2; E = -2; F = -2; G = -2; H = 4; I = -4; J = -2
> CCOC(=O)N1CCC(N2Cc3cccc(C(=O)Nc4ccc(OCC)cc4)c3C2=O)CC1
  A = -1.6; B = 1; C = 2; D = -5; E = -6; F = 11; G = 1; H = -1; I = 7; J = -5
> CCn1c(CNc2nc3ccccc3n2C(C)C)nc2ccccc21
  A = -0.5; B = 1; C = 5; D = -6; E = 0; F = 8; G = -6; H = -5; I = -3; J = -5
> CC12CC(c3ccccc3O1)N(C(=O)c1ccco1)C(=O)N2c1ccccc1 (stereo unspecified)
  A = -1.7; B = 1; C = 1; D = 1; E = -3; F = 3; G = -2; H = -2; I = -15; J = -5
> CCOC(=O)C(C)n1cnc2c(nnn2Cc2ccc(C)cc2)c1=O (stereo unspecified)
  A = -0.1; B = -3; C = 3; D = 2; E = 0; F = -7; G = 0; H = 7; I = -6; J = 10
> Nc1ccn([C@@H]2O[C@H](C(=O)Nc3cc(C(F)(F)F)cc(C(F)(F)F)c3)[C@@H](O)[C@H]2O)c(=O)n1
  A = 0.9; B = -4; C = -11; D = .; E = 4; F = -5; G = 4; H = 5; I = -3; J = 4
> CN(C)c1ccc(NC(=S)NCC2CCCO2)cc1 (stereo unspecified)
  A = -7.3; B = 5; C = 2; D = 6; E = 2; F = -13; G = -3; H = -3; I = -13; J = 5
> CCCCCCNc1c([N+](=O)[O-])c(=O)sc2ccccc12
  A = -2.1; B = -2; C = 0; D = -9; E = -1; F = 2; G = 6; H = 0; I = -8; J = -3
> COc1ccc2nc(C(c3ccc(C)cc3)n3c(-c4ccccc4Br)nc4ccccc43)[nH]c2c1 (stereo unspecified)
  A = 0.6; B = 6; C = 9; D = .; E = 0; F = -8; G = 11; H = -14; I = 3; J = -16
> Cc1ccc(-c2nnc(/C=C/c3ccccc3)o2)cc1
  A = -3.0; B = 9.1*; C = -5; D = -10; E = -2; F = 2; G = -2; H = -4; I = -10; J = -4
> FC(F)(F)c1cc(Cl)c2nc(-c3ccccc3)c(Cc3ccsc3)n2c1
  A = 1.1; B = -2; C = -4; D = .; E = 14; F = 0; G = 7; H = 1; I = -5; J = 0
> CC1CN(C(=S)Nc2ccc(Cl)cc2)CC(C)O1 (stereo unspecified)
  A = -2.2; B = -1; C = 5; D = -1; E = -4; F = -8; G = -3; H = 2; I = -2; J = 1
> Cn1c(=O)c(C(=O)COc2ccc(F)cc2Cl)c(N)n(Cc2ccccc2)c1=O
  A = -0.1; B = 0; C = -8; D = -26; E = 0; F = 1; G = 6; H = 6; I = 1; J = -2
> CCN(Cc1ccccc1)c1ccc(/C=N/N2CCOCC2)cc1
  A = -2.1; B = 1; C = 1; D = -13; E = 0; F = 1; G = -6; H = -1; I = -13; J = 2
> CC(=O)Nc1ccc(S(=O)(=O)N2CCN(c3nc4ccccc4n3CC(C)C)CC2)cc1
  A = 0.7; B = -2; C = -7; D = -8; E = 2; F = 3; G = -1; H = 1; I = -11; J = -8
> CCOc1c(O)ccc(/C=C2\SC(=S)NC2=O)c1[N+](=O)[O-]
  A = -2.1; B = 0; C = 18; D = 9; E = -3; F = 9; G = 12; H = -1; I = 0; J = -8
> CN(C)c1nc(N/N=C/c2c[nH]c3ccccc23)nc(N2CCOCC2)n1
  A = -1.5; B = -5; C = 8; D = -7; E = -2; F = -1; G = -5; H = 0; I = -15; J = -1
> CC(=O)Nc1cccc(-c2nc3ccccc3o2)c1
  A = -0.2; B = 0; C = -6; D = -5; E = -1; F = -8; G = -2; H = 5; I = 8; J = 0
> CC1(C)CC(Cc2ccc(C(=O)c3ccccc3)cc2)N(C(=O)OC(C)(C)C)N1 (stereo unspecified)
  A = -0.2; B = -5; C = -7; D = -12; E = 4; F = 11; G = 1; H = 2; I = -6; J = 4
> CC(=O)Nc1nc(C)c(Oc2ccc(C)cc2)c(=O)[nH]1
  A = -1.1; B = 2; C = -1; D = 7; E = -1; F = 6; G = 11; H = 0; I = -13; J = -4
> COc1cc(OC)cc(C(=O)Nc2ccc(NC(=O)c3ccco3)c(Cl)c2)c1
  A = -0.9; B = -1; C = -11; D = -30; E = -5; F = 6; G = 11; H = -2; I = 4; J = -2
> COc1ccc(S(=O)(=O)NNC(=O)Nc2ccc(F)cc2F)c(OC)c1
  A = -1.7; B = -2; C = 5; D = 4; E = 3; F = -6; G = -2; H = 2; I = -9; J = 2
> CCOC(=O)[C@]12CCCC=C1N(Cc1ccc(Cl)cc1Cl)C(=O)[C@H](CC(=O)NCCCCc1ccccc1)C2
  A = 0.8; B = -1; C = -6; D = .; E = 5; F = 7; G = 9; H = -3; I = 1; J = 6
> O=C(CN(c1ccc(F)cc1)S(=O)(=O)c1ccccc1)NC1CCCCCC1
  A = -1.3; B = -1; C = 6; D = -1; E = -1; F = 12; G = -5; H = -4; I = -3; J = -2
> COc1cc(C2C(C(=O)c3ccc(C)o3)=C(O)C(=O)N2c2cc(C)on2)cc(Br)c1O (stereo unspecified)
  A = -0.4; B = 0; C = 5; D = 6; E = 1; F = -7; G = 9; H = 2; I = -3; J = -2
> CCc1ccc(OCC(=O)Nc2cc(S(=O)(=O)CC)ccc2O)cc1
  A = 0.1; B = -3; C = -5; D = 3; E = -5; F = 6; G = 19; H = 2; I = 13; J = 1
> COc1ccc2c(CCN3C(=O)c4ccccc4C3=O)c(-c3c(CCN4C(=O)c5ccccc5C4=O)c4ccccc4n3C(=O)OC(C)(C)C)[nH]c2c1
  A = .; B = .; C = -9; D = .; E = -2; F = .; G = .; H = 0; I = .; J = -4
> COc1ccc([N+](=O)[O-])c(OC)c1C(=O)NC(=O)Nc1nc(C)nc(C)n1
  A = 0.8; B = -2; C = 1; D = 1; E = -5; F = 3; G = -5; H = 1; I = -6; J = -4
> Cc1cc(Br)cc(C)c1NC(=O)c1ccccc1[N+](=O)[O-]
  A = 0.8; B = -3; C = -9; D = -4; E = -5; F = 7; G = 1; H = 1; I = -14; J = -3
> Cc1ccc(Cn2ncc3c(N4CCN(c5ccccc5C)CC4)ncnc32)cc1
  A = -1.3; B = -2; C = -4; D = -37; E = 1; F = 9; G = 6; H = 1; I = 7; J = -2
> COc1ccc(NC(=O)c2cccnc2)c(OC)c1
  A = 0.5; B = -1; C = 3; D = 4; E = -6; F = -6; G = -2; H = 2; I = 9; J = -2
> COc1ccccc1-n1cnnc1SCC(=O)Nc1cc(C(C)(C)C)nn1-c1ccccc1
  A = 1.4; B = -3; C = -2; D = -7; E = 1; F = -2; G = -5; H = -3; I = 7; J = -2
> CCOC(=O)Cn1nnnc1C(CC)N(Cc1cccs1)Cc1cc2cc(C)ccc2[nH]c1=O (stereo unspecified)
  A = 1.0; B = -2; C = 6; D = -2; E = 4; F = -5; G = -2; H = -6; I = 8; J = -1
> CCn1c(=O)cc(OCC(=O)N2CCc3ccccc32)c2ccccc21
  A = 40*; B = -1; C = -7; D = -4; E = 45*; F = -3; G = 1; H = 16; I = 19; J = -9
> CCOC(=O)C(C(C)=O)=C1SC2CS(=O)(=O)CC2S1 (stereo unspecified)
  A = 1.5; B = 0; C = 2; D = 0; E = -1; F = 8; G = -2; H = 4; I = -6; J = 1
> CN(C)S(=O)(=O)c1cccc(NC(=O)c2cc(-c3cccs3)nn2-c2ccccc2)c1
  A = -0.2; B = -1; C = -8; D = -33; E = 4; F = 7; G = 10; H = -2; I = 1; J = 6
> OCCCn1c(C2CCCN2c2nc(-c3ccc(Cl)cc3)cs2)nc2cc(Cl)c(Cl)cc21 (stereo unspecified)
  A = 0.1; B = 0; C = -19; D = -38; E = -5; F = 9; G = 5; H = -2; I = 7; J = 4
> CCCCN1CC(COCc2ccccc2)Oc2cccc(Oc3cc(C)c(C)c(C)c3)c2S1(=O)=O (stereo unspecified)
  A = -0.8; B = -5; C = -5; D = -5; E = 2; F = 9; G = 9; H = -3; I = 24; J = 0
> Cc1ccc(S(=O)(=O)N(CC(=O)N(C(C)C)C(C)C)C(=O)N2CCN(C)CC2)cc1
  A = -1.6; B = -2; C = 4; D = -2; E = -3; F = -6; G = -1; H = 1; I = -8; J = 6
> Cc1oc(/N=C/c2ccc3c(c2)OCO3)c(C#N)c1C
  A = -0.7; B = -1; C = 11; D = 2; E = 9; F = 0; G = 0; H = 3; I = 2; J = 0
> CC(=O)N1CCN(CC(=O)Nc2cc([N+](=O)[O-])ccc2Cl)CC1
  A = -0.4; B = -3; C = 0; D = 3; E = 3; F = 4; G = -1; H = 0; I = 0; J = 7
> COc1ccc(-c2coc3cc(OC(C)=O)ccc3c2=S)cc1
  A = 0.1; B = 4; C = -1; D = 2; E = 9; F = -5; G = 13; H = 6; I = -1; J = -1
> Cc1ccc(OCCNC(=O)c2ccc(C)o2)cc1
  A = -1.0; B = -2; C = -4; D = -8; E = -3; F = 14; G = -1; H = 2; I = 11; J = 4
> CCN(CC)c1ccc(C(=O)OCC(=O)Nc2ncccn2)cc1
  A = -2.1; B = -1; C = -2; D = -2; E = 3; F = 1; G = 0; H = -2; I = -4; J = 2

Another view of some results above:
Compound | PG9 Ab binder | SMARCA2 activ | ABHD4 inh | HTRA1 inh | Rev-erbA mod | ARFGAP1 inh | rCAG RNA binder | NPR1 activator | ASAP1 GAP inh | NPR2 activator
CCn1c(=O)cc(OCC(=O)N2CCc3ccccc32)c2ccccc21 | 40* | -1 | -7 | -4 | 45* | -3 | 1 | 16 | 19 | -9
CCOC(=O)C(C(C)=O)=C1SC2CS(=O)(=O)CC2S1 (stereo unspecified) | 1.5 | 0 | 2 | 0 | -1 | 8 | -2 | 4 | -6 | 1

No enrichment for hits, and some 4.4% of all compounds hit somewhere here.
